TEAD-YAP block = TEAD-YAP interaction inhibition; HEK-TIYL cells, TEAD-Gal4/YAP UAS-luciferase luminescence; inhibition, % at 9.12 µM; hit rate 1.4% among 640,000; AID 1259422; in the data active = inhibition above about 32%;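 note: 0% = median of test compound wells and 100% = reference inhibitor wells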
MITF primary = blocks human microphthalmia-associated transcription factor | AlphaScreen MITF homodimerization, bead proximity signal | inhibition, % at 2.6 µM | hit rate 0.91% among 650,000 | AID 1259374; in the data active = inhibition above about 50%;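 note: 0% = vehicle wells with protein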
Target sequence (O75030 whole entry, looked up): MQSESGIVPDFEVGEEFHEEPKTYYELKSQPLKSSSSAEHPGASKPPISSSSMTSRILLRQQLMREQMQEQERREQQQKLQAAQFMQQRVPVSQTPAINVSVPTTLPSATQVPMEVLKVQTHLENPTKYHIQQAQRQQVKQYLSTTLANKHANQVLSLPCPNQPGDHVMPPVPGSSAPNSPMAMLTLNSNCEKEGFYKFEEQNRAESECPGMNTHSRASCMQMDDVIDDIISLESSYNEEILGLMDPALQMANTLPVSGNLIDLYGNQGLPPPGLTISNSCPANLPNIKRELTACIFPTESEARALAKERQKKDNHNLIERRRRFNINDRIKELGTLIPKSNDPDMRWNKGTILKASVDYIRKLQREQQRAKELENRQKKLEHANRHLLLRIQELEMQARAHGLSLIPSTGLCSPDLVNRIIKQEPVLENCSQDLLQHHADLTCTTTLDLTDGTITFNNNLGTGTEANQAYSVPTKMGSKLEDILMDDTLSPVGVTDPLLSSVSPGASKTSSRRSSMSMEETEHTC
FBW7 activator = human FBW7 E3 ligase activation, primary screen | Q969H0 | AlphaScreen FBW7–phospho-cyclin E peptide binding, activator screen | normalized activity (activation), % at 26.1 µM | hit rate 0.13% among 650,000 | AID 1259310; in the data active = normalized activity above about 1.9%;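 note: purified mutant Fbw7 with reduced substrate affinity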
GPR151 ag = activators of human GPR151. hit rate 1% among 650,000. activation, % at 11.2 µM. AID 1508602. PathHunter beta-arrestin GPR151 cells, luminescence. Q8TDV0; in the data active = activation above about 4.9%;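 note: 0% = median of compound wells and 100% = cells with positive control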
Target sequence (Q8TDV0 whole entry, looked up): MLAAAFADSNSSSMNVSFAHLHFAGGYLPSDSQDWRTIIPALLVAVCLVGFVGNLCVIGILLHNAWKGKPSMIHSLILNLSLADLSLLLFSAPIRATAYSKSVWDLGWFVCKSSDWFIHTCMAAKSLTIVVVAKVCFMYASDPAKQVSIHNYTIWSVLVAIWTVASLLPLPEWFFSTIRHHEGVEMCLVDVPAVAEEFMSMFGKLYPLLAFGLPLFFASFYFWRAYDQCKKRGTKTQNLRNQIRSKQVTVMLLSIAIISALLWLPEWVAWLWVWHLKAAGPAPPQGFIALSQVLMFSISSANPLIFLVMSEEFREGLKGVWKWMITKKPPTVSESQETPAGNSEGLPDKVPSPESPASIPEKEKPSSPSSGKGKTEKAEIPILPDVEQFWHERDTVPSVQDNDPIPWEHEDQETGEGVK
Starred values were filed as active, the others as inactive; x = no result given; & = joins results of further samples.

SMILES	TEAD-YAP block	MITF primary	FBW7 activator	GPR151 ag
COC1CC=C2CCN3CCC4=C(CC(=O)OC4)[C@]23C1 (stereo partly specified)	3	1	-0.1	1.3
c1ccc2c(NC3=NCCS3)cccc2c1	-1	-6	-0.3	3.9
CCN1CCN(c2ncnc(N)c2[N+](=O)[O-])CC1	7	9	0.1	-0.3
c1csc(CCN2CCc3nc4ncccc4cc3C2)c1	-6	13	-0.2	1.7
CC(=O)Nc1c(O)[nH]c(=S)[nH]c1=O	-4	13	0.5	0.8
CN1C(=O)C(=Cc2ccc(-c3cccc(C(=O)O)c3)o2)C(=O)N(C)C1=O	3	3	-0.2	-1.0
CCCCc1nc2ccccc2c(=O)n1-c1ccccc1	2	7	0.2	-1.0
Cc1ccccc1-n1c(O)c(/C=N/c2nccs2)c(=O)[nH]c1=O	11	-1	-0.2	-0.5
CN1C(=O)N(C)C(=O)C(Cc2cccc(F)c2)(Cc2cccc(F)c2)C1=O	4	1	-0.1	-0.8
COc1ccccc1CCNCc1ccc(OC)c(OC)c1	-7	20	0.1	-0.2
OC1/C(=C/c2cccc(F)c2)N2CCC1CC2 (stereo unspecified)	1	-1	0.0	0.7
CCN1CC2([N+](=O)[O-])C=CC(=O)C([N+](=O)[O-])(C1)C2 (stereo unspecified)	1	-1	0.1	1.3
C=CCNC(=O)c1c(N)n(Cc2ccccc2)c2nc3ccccc3nc12	2	-10	0.0	0.4
CSc1ccc(/C=C/c2nc3ccccc3c(=O)n2-c2ccc(C)c(Cl)c2)cc1	16	-7	-0.1	0.0
Cc1ccccc1OCC(=O)N1CCN(CCNC(=O)c2ccc3c(c2)OCO3)CC1	-3	-3	-0.2	-0.7
O=c1c2cc([N+](=O)[O-])ccc2nc(CN2CCOCC2)n1-c1ccccc1F	1	6	0.3	-0.9
Cc1nn(Cc2ccc(F)cc2)c(Cl)c1C=O	2	-3	-0.1	-0.7
N/C(=N\[N+](=O)[O-])N/N=C/c1ccc(O)cc1O	-9	-4	-0.3	-4.7
O=c1[nH]c(O)c(N=Nc2ccc(SC(F)F)cc2)c(=O)[nH]1	-27	18	0.5	-4.0
O=C(Cn1c(=O)c(C(F)(F)F)nc2ccccc21)N1CCC2(CC1)OCCO2	6	21	1.6	-0.8
CNC(=O)ONC(=Nc1ccccc1C)c1nonc1N	9	14	0.0	0.7
Cc1ccc(N2C(=O)CC(=O)NC2=S)c(C)c1	-1	9	0.3	-1.5
Cc1cc(N2CCN(C)CC2)ncn1	3	-9	-0.1	-0.6
N#Cc1ccc(NC(=O)CSc2n[nH]c(-c3cccs3)n2)cc1Cl	-3	-2	0.1	11*
CCC(C)NC(=O)CN1C(=O)C(C)N=C(c2ccccc2)c2cc(Cl)ccc21 (stereo unspecified)	6	-8	0.2	0.0

Only TEAD-YAP block, FBW7 activator and GPR151 ag, for two of the compounds above:
mol | TEAD-YAP block | FBW7 activator | GPR151 ag
c1csc(CCN2CCc3nc4ncccc4cc3C2)c1 | -6 | -0.2 | 1.7
CC(=O)Nc1c(O)[nH]c(=S)[nH]c1=O | -4 | 0.5 | 0.8

(list continues)
SMILES	TEAD-YAP block	MITF primary	FBW7 activator	GPR151 ag
O=c1c2ccccc2nc(/C=C\c2ccc(F)cc2)n1-c1ccc(Cl)cc1[N+](=O)[O-]	8	5	0.1	2.2
CN1c2ncccc2C(=O)NC12CCNCC2	0	6	0.7	0.6
CCCSc1nc2ccccc2c(=O)n1-c1ccccc1OC	-4	10	0.0	0.4
Nc1c(C(=O)OCC2CCCO2)c2nc3ccccc3nc2n1Cc1ccco1 (stereo unspecified)	-22	-3	-1.0	-1.6
O=[N+]([O-])c1ccc(N2CCNCC2)cc1NC1CC1	-16	12	0.5	-0.6
O=C(CCC(=O)Nc1ccc(Cl)cc1C(=O)c1ccccc1)Nc1ccc(Br)cc1	-7	17	0.1	3.8
c1cncc(-c2noc(C3CCN(CCc4c[nH]c5ccccc45)CC3)n2)c1	5	3	-0.1	0.9
CCCC(C)(COC(N)=O)COC(=O)NC(C)C (stereo unspecified)	-6&1	6&8&-13&-7	-0.1&0.0&0.1&-0.1	-1.6&0.0&1.2&-2.7
O=[N+]([O-])c1ccc(NCCO)c2ncccc12	-8	5	-0.1	0.6
Fc1cnc(Nc2ccc(-n3cnc(N4CCOCC4)n3)cc2)cc1-c1cn[nH]c1 (tested in a mixture with another compound)	36*	11	-0.1	-0.1
Cn1cncc1C(O)(c1ccccc1)c1ccccc1	0	18	0.0	0.3
O=[N+]([O-])c1ccccc1CN1CCN(c2ccc(F)cc2)CC1	5	54*	-0.2	-0.2
CC1CCN(c2nc3ccccc3c(=O)n2-c2ccccc2)CC1	-18	-4	0.1	-0.4
NP(=O)(OCC(F)(F)F)Oc1cccc2ccccc12 (stereo unspecified)	-2	7	0.1	-1.7
C=CCOC(=O)C1=C(C)OC(N)=C(C#N)C12C(=O)N(C)c1ccccc12 (stereo unspecified)	12	0	0.1	0.3
COc1ccc(CCN(C)Cc2ccccn2)cc1OC	4	38	0.0	-0.3
CN1CCN(P2(N3CCN(C)CC3)=NC(C(F)(F)F)=NC(C(F)(F)F)=N2)CC1	10	10	0.0	-1.8
COc1ccc(F)cc1C(=O)C1CCCN(CCO)C1 (stereo unspecified)	-4	-5	0.0	8.3*
Cc1c(C(=O)N2CCC3(CC2)OCCO3)oc2ccc(S(=O)(=O)N3CCCCC3)cc12	-8	-2	-0.2	0.5
COCc1cc(C2SCC(=O)Nc3c2c(=O)[nH]n3C(C)C)ccc1OC (stereo unspecified)	1	3	-0.1	2.8
CCCCNC(=O)CN1C(=O)C(C)N=C(c2ccccc2)c2ccccc21 (stereo unspecified)	4	6	-0.1	0.1
CCOc1ccc(N2C(=O)CC(=O)NC2=O)cc1	-4	-4	0.1	-1.5
O=C(c1ccccc1Cl)c1cc(Br)ccc1NC(=O)c1nc[nH]c1C(=O)N1CCCCC1	9	2	0.1	0.7
Cc1cc(=O)[nH]c(SCc2nc3ccccc3c(=O)n2-c2ccccc2C)n1	0	15	0.4	-1.1
COc1cccc(-n2c(C)nc3ccccc3c2=O)c1	-2	11	-0.7	-0.4

3 entries out of the list, ordered by molar mass, lowest first.
SMILES	TEAD-YAP block	MITF primary	FBW7 activator	GPR151 ag
COCc1cc(C2SCC(=O)Nc3c2c(=O)[nH]n3C(C)C)ccc1OC (stereo unspecified)	1	3	-0.1	2.8
Cc1cc(=O)[nH]c(SCc2nc3ccccc3c(=O)n2-c2ccccc2C)n1	0	15	0.4	-1.1
Fc1cnc(Nc2ccc(-n3cnc(N4CCOCC4)n3)cc2)cc1-c1cn[nH]c1 (tested in a mixture with another compound)	36*	11	-0.1	-0.1

Following part:
SMILES	TEAD-YAP block	MITF primary	FBW7 activator	GPR151 ag
CS(=O)(=O)c1ccc(N2CCNCC2)c(F)c1	-3	-7	0.0	4.9*
C=CCN1C(=O)C2(C(C(=O)OC)=C(N)Oc3cc(C)n(CCOC)c(=O)c32)c2ccccc21 (stereo unspecified)	2	6	0.1	-0.1
CC(=O)Nc1ccc(Br)cc1C(=O)c1ccccc1	14	7	0.2	-0.8
COc1cc(CN2CCN(c3ccc(F)cc3)CC2)cc(OC)c1	-1	38	-0.2	1.3
CCOC(=O)C1=C(NC(=O)Cc2ccccc2)c2ccccc2CC12CCCC2	-1	-3	-0.1	1.3
O=c1c2ccccc2nc(-c2ccccc2)n1-c1cccc(O)c1	-4	-2	-1.1	-0.7
Nc1ccccc1C(=O)c1ccccc1	5	-8	0.0	-0.1
CCc1nc2ccccc2c(=O)n1-c1cccc([N+](=O)[O-])c1	11	0	0.0	-1.5
O=C(Cc1cccc2ccccc12)N1CCN(Cc2ccccc2)CC1	-14	-4	0.0	2.2
O=C(O)CCn1cc(C=C2C(=O)NC(=O)NC2=O)c(-c2cc3ccccc3oc2=O)n1	5	14	0.0	0.2
C=CCN1C(=O)NC(=O)/C(=C/c2cccn2C)C1=O	-1	-2	-1.2	-1.1
CC(C)(C)c1ccc(-c2nn(CCC#N)cc2C=O)cc1	-5	-14	0.1	-1.7
N/C(=N\[N+](=O)[O-])N1CCN(C(=O)Oc2ccccc2)CC1	3	-13	0.1	-1.2
N#CC1=C(N)Oc2c(c(=O)oc3ccccc23)C1c1ccccc1OC(=O)N1CCOCC1 (stereo unspecified)	2	10	1.0	0.3
COC(=O)C1=C(N)Oc2c(c(=O)oc3ccccc23)C1c1cccc(C(F)(F)F)c1 (stereo unspecified)	-3	-11	0.1	0.3
Cc1cc(S(=O)(=O)N2CCCC2)ccc1OCC(=O)N1CCN(C)CC1	-2	1	0.0	-0.7
O=CN1CCN(CC(=O)Nc2ccc(Br)cc2C(=O)c2ccccc2Br)CC1	6	6	-0.2	1.6
CCOc1ccc(C(C)(C)COCc2cccc(Oc3ccccc3)c2)cc1	-10	-14	0.3	-1.5
CCCCC/C=C\C/C=C\C/C=C\C/C=C\CCCC(=O)Nc1ccc2c(C)cc(=O)oc2c1	x	11	x	2.0
CC(Cc1ccc(F)cc1)N1CCN(C)CC1 (stereo unspecified)	9	7	0.1	0.9
O=C1NC(=O)C(Cc2ccccc2)C(=O)N1	-2	6	0.0	-1.4
CCCC1C(c2ccccc2)NC(c2ccccc2)CC1(O)c1ccc(F)cc1 (stereo unspecified)	-4	20	0.1	-0.4
O=C(O)C1c2cccn2-c2ccccc2CN1C1CCNCC1 (stereo unspecified)	1	8	-0.3	-2.1
O=C(c1ccccc1)c1cc(Cl)ccc1NC(=O)c1ccc(Cl)cc1[N+](=O)[O-]	13	13	-0.6	-1.3
COc1ccc(C2=NOC(C(=O)N3CCC4(CC3)OCCO4)C2)cc1 (stereo unspecified)	-3	11	0.2	-0.4
COCc1c(C(=O)NC[C@H]2C[C@@H]3C=C[C@H]2C3)c(=O)cc(C)n1CCCc1ccccc1	-51	-10	-0.1	0.9
O=C(CCC(=O)OCC(=O)c1ccccc1)Nc1ccc(Cl)cc1C(=O)c1ccccc1	-2	-3	-0.1	-0.9
CCCN1CCO[C@@H]2c3cc(O)ccc3OC[C@H]21	1&4	3&-27&13	0.0&0.2&-0.1	-0.2&-0.9&0.8
CCC1(C)N2CC3(C)CN1CC(C)(C2)C3=O (stereo unspecified)	-9	17	1.1	-0.1
CCOCCCNC(C)c1cccnc1 (stereo unspecified)	-1	4	-0.2	-0.2

Copied from the list:
`COc1cc(CN2CCN(c3ccc(F)cc3)CC2)cc(OC)c1` | MITF primary: 38
`O=C(c1ccccc1)c1cc(Cl)ccc1NC(=O)c1ccc(Cl)cc1[N+](=O)[O-]` | GPR151 ag: -1.3
`CCc1nc2ccccc2c(=O)n1-c1cccc([N+](=O)[O-])c1` | MITF primary: 0
`CC(Cc1ccc(F)cc1)N1CCN(C)CC1` (stereo unspecified) | MITF primary: 7
`C=CCN1C(=O)C2(C(C(=O)OC)=C(N)Oc3cc(C)n(CCOC)c(=O)c32)c2ccccc21` (stereo unspecified) | FBW7 activator: 0.1

Among those listed so far, three have a COOH group:
SMILES	TEAD-YAP block	MITF primary	FBW7 activator	GPR151 ag
CN1C(=O)C(=Cc2ccc(-c3cccc(C(=O)O)c3)o2)C(=O)N(C)C1=O	3	3	-0.2	-1.0
O=C(O)CCn1cc(C=C2C(=O)NC(=O)NC2=O)c(-c2cc3ccccc3oc2=O)n1	5	14	0.0	0.2
O=C(O)C1c2cccn2-c2ccccc2CN1C1CCNCC1 (stereo unspecified)	1	8	-0.3	-2.1

Assay outcomes: PubChem, The Scripps Research Institute Molecular Screening Center

Not all compounds are listed, so the mix of outcomes need not match the whole.
